Screens from PubChem BioAssay.
SARS 3CLpro inh = SARS-CoV 3CLpro protease inhibition | P0C6X7 | recombinant SARS-CoV 3CLpro, quenched FRET peptide cleavage | inhibition, % at 6 µM | actives 0.14% (n = 290,000) | AID 1706; in the data active = inhibition above about 12%
SSB-PriA inh = K. pneumoniae PriA-SSBct interaction inhibition | actives 0.6% (n = 430,000) | AlphaScreen SSBct-PriA binding, biotinylated peptide | AID 1272365 | inhibition, % at 33 µM; in the data active = inhibition mostly above about 37%, no sharp cut-off; inactive = mostly below about 20%;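 note: plate controls were negative control peptide for no effect and reference peptide for full effect; strong numbers were not always called active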
TcdB GH inh = blocks C. difficile toxin B glycohydrolase activity; AID 652162; P18177; actives 0.24% (n = 350,000); TcdB glycohydrolase enzymatic assay, plate reader; inhibition, % at 9.99 µM; in the data active = inhibition above about 10%
CCHF vOTU inh = CCHFV vOTU protease inhibition | Pep-AMC fluorescence | inhibition, % at 11.5 µM | actives 0.55% (n = 370,000) | AID 651958; in the data active = inhibition above about 30%; note: 0% = vehicle wells with enzyme and 100% = no enzyme wells
Rv3671c inh = inhibits the M. tuberculosis serine protease Rv3671c; P9WHR9; inhibition, % at 5.96 µM; actives 0.048% (n = 320,000); AID 2606; in the data active = inhibition above about 38%;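 note: extracellular domain of Rv3671c used as enzyme; 0% = enzyme with DMSO and 100% = no enzyme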
Target sequence (P9WHR9 whole entry, looked up, the tested form may be a part): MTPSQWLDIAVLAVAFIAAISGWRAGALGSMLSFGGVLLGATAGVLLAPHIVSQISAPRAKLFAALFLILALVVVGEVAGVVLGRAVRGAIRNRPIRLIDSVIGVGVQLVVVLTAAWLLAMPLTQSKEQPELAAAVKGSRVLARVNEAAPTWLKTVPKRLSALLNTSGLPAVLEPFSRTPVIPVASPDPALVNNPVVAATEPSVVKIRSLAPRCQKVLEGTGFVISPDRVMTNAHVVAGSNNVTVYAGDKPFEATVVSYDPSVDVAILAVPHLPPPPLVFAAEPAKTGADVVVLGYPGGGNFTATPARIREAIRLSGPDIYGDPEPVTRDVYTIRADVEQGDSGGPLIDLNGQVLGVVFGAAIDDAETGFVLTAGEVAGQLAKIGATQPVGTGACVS
MazF activator = MazEF (E. coli) toxin RNase activation; P0AE70; FAM/BHQ RNA-DNA oligo cleavage fluorescence, 5 h; activation, % at 20 µM; actives 0.32% (n = 350,000); AID 504720; in the data active = activation above about 50%
Target sequence (P0AE70 whole entry, looked up): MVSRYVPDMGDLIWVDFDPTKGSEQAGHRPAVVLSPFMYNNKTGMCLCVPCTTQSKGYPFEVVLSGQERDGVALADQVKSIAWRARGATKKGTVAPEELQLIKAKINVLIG
VHR inh abs = blocks human VHR1 dual specificity phosphatase. P51452. recombinant VHR phosphatase, pNPP absorbance. inhibition, % at 13.3 µM. actives 0.52% (n = 290,000); in the data active = inhibition above about 50%; note: some compounds called inactive have numbers as strong as hits
Target sequence (P51452 whole entry, looked up): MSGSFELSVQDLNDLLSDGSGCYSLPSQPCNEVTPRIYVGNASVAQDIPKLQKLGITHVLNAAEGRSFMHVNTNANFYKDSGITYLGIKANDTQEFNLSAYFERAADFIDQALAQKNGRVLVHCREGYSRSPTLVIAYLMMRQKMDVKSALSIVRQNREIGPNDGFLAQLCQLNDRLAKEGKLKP
PrPC surface inh = reduces human prion protein on the cell surface; cell surface PrPC, TR-FRET read-out; inhibition, % at 13.8 µM; actives 0.43% (n = 370,000); AID 720596; in the data active = inhibition above about 24%; note: 0% = median of the test wells and 100% = reference compound wells
Vc quorum ag = quorum light induction in luxS cqsA deficient V. cholerae; V. cholerae BH1578 lux reporter, luminescence, 6 h; activation, % at 18.7 µM; actives 0.16% (n = 350,000); AID 588436; in the data active = activation mostly above about 9.7%, no sharp cut-off; note: not every result past the cut was called active; inactives centre near 0; reference of the scale not given here
Y pestis TopoI = blocks Yersinia pestis topoisomerase I activity; Y. pestis Topo-I cleavage product accumulation, plate reader; activity, % at 10 µM; actives 0.064% (n = 360,000); AID 504884; in the data active = activity above about 50%, passing the limit was not always enough; note: inactives centre near 2
Starred values were filed as active, the others as inactive; i = inactive; . = no result given.

Every second line gives: SARS 3CLpro inh, SSB-PriA inh, TcdB GH inh, CCHF vOTU inh, Rv3671c inh, MazF activator, VHR inh abs, PrPC surface inh, Vc quorum ag, Y pestis TopoI
COc1ccc(NC(=O)CSc2ccc3nnc(-c4cccnc4)n3n2)cc1OC
 : 5, -4, -0.1, 1, -3, 0, 19, -8, 0.0, 5
CCN1C(=O)/C(=C\c2cccn2-c2ccc([N+](=O)[O-])cc2)N(CC)C1=S
 : 0, 13, ., 3, 8, 5, -2, -2, i, -3
COc1ccccc1Nc1ccc(C(=O)NCc2cccs2)cn1
 : 5, -2, 0.2, 11, 9, -2, 29, 1, i, -5
COc1ccc(NCc2ccc([N+](=O)[O-])s2)c(OC)c1
 : -4, 41, ., 24, -4, 3, 3, -5, -0.2, -10
CCc1nc2c(OCc3ccc(C(=O)N(C)C)cc3)cccn2c1N(C=O)Cc1ccccc1
 : ., ., 0.2, 7, ., ., ., 0, -0.1, 23
Cc1nn(-c2ccc(Cl)cc2)c(NC(=O)C(C)C)c(-c2ccccc2)c1=O
 : 1, -6, 0.4, -8, 1, 6, 19, 5, -0.7, -1
CN(Cc1ccc(F)cc1Cl)S(=O)(=O)c1cccs1
 : -1, -30, 1.7, 2, 7, -3, -9, -2, -0.1, 5
COc1ccc2ncn(-c3ccccc3)c2c1
 : -5, -16, ., -8, 7, 8, -11, -1, 0.4, -2
O=C1CCN(Cc2ccccc2)CCN1[C@H](CSc1ccccc1)Cc1ccccc1
 : -4, 11, 0.5, -2, -3, -4, 33, -7, -9.1, 30
O=C1CSC(c2ccccc2F)N1CCN1CCCCC1 (configuration not stated)
 : -5, 5, ., 1, -3, 7, 28, -4, -0.3, 6
CCc1ccc(/C=N/Nc2ncnc3nc[nH]c23)cc1
 : -1, ., 0.7, -5, -4, -14, 14, -5, -0.5, -8
CCOc1ccc(NC(=S)N2CCC(C(N)=O)CC2)cc1
 : 0, -18, 0.7, 2, -7, -2, 3, -5, -0.3, 2
COCc1ccc(C(=O)N(C)C2CCCN(Cc3ccccc3F)C2)o1 (configuration not stated)
 : 3, 1, 2.0, 14, -1, -5, -9, -2, 0.8, 17
COc1ccc(CNC(=O)COC(=O)c2ccccc2OCC(=O)Nc2ccc(SC(F)F)cc2)cc1
 : -2, -10, 0.2, -11, 5, -101, 6, -7, -0.1, -7
CCOC(=O)N1CCN=C1SCc1ccc(C(F)(F)F)cc1
 : -1, 0, -0.2, 6, -5, 9, 15, -1, i, 6
CC(C)(C)NC(=O)NC(=O)CN1CCN(c2ncc(C(F)(F)F)cc2Cl)CC1
 : 4, -2, ., 6, -5, -18, 4, -5, 0.4, 4
Cc1ccc(NC(=O)CSc2ncccn2)c([N+](=O)[O-])c1
 : 2, -1, 1.9, 10, -10, -2, 39, -5, -0.8, 1
CCOC(=O)c1nc(C)nc(Sc2n[nH]c(-c3cc(Cl)cc(Cl)c3)n2)c1C
 : 4, -9, 0.5, -2, 4, -2, 23, 2, i, -13
O=C(NC1CCCCCC1)C1CCN(c2nc3ccccc3o2)CC1
 : -1, -3, ., -13, 5, 7, 23, -6, i, 3
CCOC(=O)CC1C(=O)NCCN1S(=O)(=O)c1ccc(Cl)cc1Cl (configuration not stated)
 : 1, -8, ., -3, 9, 0, 16, 5, i, 7
CCOc1ccccc1NC(=O)C1CCCN1S(=O)(=O)c1ccc2c(c1)C(C)(C)C(=O)N2C (configuration not stated)
 : ., ., 1.3, 8, ., ., ., -3, -0.3, 14
CC(=O)N1CCC(=NNc2nc3ccccc3s2)CC1
 : 4, -13, 0.8, 9, 2, 3, 33, -5, 0.1, 0
COc1ccc(NC(=S)NCCSc2ccc(C)cc2)c(OC)c1
 : 5, 12, 1.3, 21, 2, 0, ., 9, 0.8, -1
COCCN(C(=O)COC(=O)c1cc2ccccc2cc1OC)c1c(N)n(Cc2ccccc2)c(=O)[nH]c1=O
 : ., -2, 2.8, -41, -10, -1, ., -3, i, 32
CC1=C(n2nnc([N+](=O)[O-])n2)C(c2cccnc2)C(C#N)=C(N)O1 (configuration not stated)
 : 4, 8, ., 4, 1, 8, -5, -16, -0.3, 1
CC(=O)N(c1nnc(-c2cccc(C)c2)s1)C1CCCC1
 : 0, -21, 1.4, -3, 2, -25, 0, -12, i, -6
Cc1ccc(C(=O)OCC(=O)N2CCC(c3ccccc3)=N2)c(C)c1
 : ., -12, 0.7, -4, 2, 0, ., -8, i, -6
CC1CCN(c2nc3c(=O)[nH]c(N)nc3n2[C@@H]2O[C@H](CO)[C@@H](O)[C@H]2O)CC1
 : 0, -1, 0.0, -10, -7, 6, 10, 4, 0.0, -7
Cc1ccc(C)c(NC(=O)CCN2CCCCC2)c1
 : -4, -2, 0.2, -14, 0, 8, -6, -1, -0.3, -4
COc1ccc(S(=O)(=O)N(C)CC(=O)N2CCCC2)cc1OC
 : -3, -13, 0.7, 2, -6, 6, 53*, -1, -0.3, 0
O=[N+]([O-])c1ccc2c(c1)C=C1CCCCC1(N1CCCC1)O2 (configuration not stated)
 : 4, 2, 2.3, -10, 5, -5, -4, -2, -3.7, 21
Clc1ccc(CONc2ncnc3nonc23)c(Cl)c1
 : 0, -8, 0.8, -2, -10, -17, 16, 7, -0.3, -13
Cc1ccc(Cn2ccc(NC(=O)C3C4CCC(C4)C3C(=O)O)n2)cc1 (configuration not stated)
 : -2, -14, ., -5, -2, 1, 4, 7, ., 2
CCN=C1S/C(=C\c2cn(CC)c3ccccc23)C(=O)N1CC
 : -4, -15, -0.3, 7, 7, -7, -2, 10, 0.2, 34
CSc1nnc2c(n1)c(C)nn2-c1cccc(C)c1
 : 1, 6, ., -4, 7, -5, 4, -12, -0.3, -4
CCNC(=S)N(CCc1cccc(C)c1)Cc1cc2cc(OC)c(OC)cc2[nH]c1=O
 : 8, -11, ., -8, 5, 3, 4, 2, -1.3, 6
CC(OC(=O)C(C)N1C(=O)C2C3C=CC(C4CC34)C2C1=O)C(=O)c1ccccc1 (configuration not stated)
 : 2, -30, 0.1, -1, 2, -4, -4, 4, i, 7
Cc1ccc(NC2CCCN(C(=O)CSc3ccccn3)C2)cc1C (configuration not stated)
 : 3, 13, 2.2, 16, ., 0, -2, 4, i, 13
COc1ccc(CCNC(=O)C2CCN(S(=O)(=O)c3cccc4nonc34)CC2)cc1OC
 : 0, -3, ., 5, 7, 1, -8, -28, i, -9
COc1ccc(CN(C)C(=O)Cn2cnc3c(NCc4ccccc4)ncnc32)cc1OC
 : ., -10, -0.9, -3, ., 10, ., 7, -1.1, -5
CC1(C(=O)NC(=S)N(Cc2ccccc2)c2ccccn2)CC1(Cl)Cl (configuration not stated)
 : -3, -15, -1.0, 8, 16, -5, 4, 5, -0.2, -2
CCc1nc(Nc2ccc3nccnc3c2)c2oc3ccccc3c2n1
 : 0, 9, ., -1, -6, 93*, 7, -9, i, -1
CC1(c2ccc3ccccc3c2)NC(=O)N(CC(=O)NCC(C)(C)N2CCOCC2)C1=O (configuration not stated)
 : ., 1, 0.0, -4, 3, -1, ., -2, -1.4, -3
CCOc1ccc(C(=O)C[n+]2ccc(C(=O)NCc3ccccc3)cc2)cc1
 : 6, -12, 1.3, -3, 0, 2, 24, -29, -0.6, -5
CCOC(=O)CCCC(=O)Nc1ncnc2c1C(c1ccccc1)c1c(ccc3ccccc13)O2 (configuration not stated)
 : ., 31, 1.4, 0, -48, -14, ., -1, -0.4, 1
CC(=O)c1ccc2c(c1)OCCOCCOCCO2
 : 3, -3, 0.9, -8, 1, 4, -6, 3, -0.6, 3
COc1cc(CNCCc2c[nH]c3ccccc23)cc(OC)c1OC
 : ., ., 1.1, -3, ., -4, ., -8, i, 6
CCC(C)NC(=O)CCSCCC(=O)NC(C)CC (configuration not stated)
 : 1, -5, ., -2, -3, -4, 0, 5, -0.2, -2
O=C(Nc1ccccn1)NC(C(F)(F)F)C(F)(F)F
 : -3, -11, ., -2, 4, -5, 11, 6, i, 4
CC(=O)N(C)C1=Nc2ccc(Cl)cc2C(c2ccccc2)=[N+]([O-])C1
 : ., -6, 0.9, 3, ., 7, ., 1, -7.1, 0

(list continues)
Every second line gives: SARS 3CLpro inh, SSB-PriA inh, TcdB GH inh, CCHF vOTU inh, Rv3671c inh, MazF activator, VHR inh abs, PrPC surface inh, Vc quorum ag, Y pestis TopoI
COc1ccc(C(=O)Nc2cc(=O)n(C)c(=O)n2C)cc1OC
 : -2, -5, 1.3, 4, 9, 2, -1, -5, 0.0, -8
N#Cc1c(N)n(CCOC(=O)c2cccc(Br)c2)c2nc3ccccc3nc12
 : 3, 3, ., -12, -9, 14, -2, 2, -0.3, 14
CCCN(CCC)CCCNC(=O)c1cn(CC)c2ccc(S(=O)(=O)N3CCOCC3)cc2c1=O
 : 5, 2, 0.2, 9, -3, 10, 34, -3, -0.4, 12
CN1C(=O)/C(=C\c2cc(Br)cs2)c2ccccc21
 : 3, 6, -0.1, -1, -4, 6, 15, 8, -0.2, -5
O=C1N/C(=C/c2cccn2-c2ccccc2)C(=O)N1Cc1ccc(F)cc1
 : -1, -8, ., 18, -6, -3, -11, 4, 0.2, -9
O=C(O)C1C2CCC(O2)C1C(=O)Nc1cnn(Cc2ccccc2)c1 (configuration not stated)
 : 3, -10, ., -7, 3, 0, 20, 1, i, -4
Cc1cccc(-n2cc(CN3CCN(c4ccccn4)CC3)c(-c3cccc(F)c3)n2)c1
 : 4, -6, 0.7, 9, -7, -3, 4, -1, -0.2, 26
Cc1cccc(OCC(=O)NCC(=O)N/N=C/c2ccc(O)cc2O)c1
 : -2, ., 0.5, -5, 9, 2, 13, 10, i, -7
CC1CC1c1ccc(/C=C(\C#N)C(=O)Nc2cc(Cl)ccc2Cl)o1 (configuration not stated)
 : 5, -13, ., -2, -7, -304, -5, 4, i, -6
CC1(C)OC(c2ccccc2)=C/C(=C\C=N\NC(=O)c2ccncc2)O1
 : 4, i, -0.9, 5, 17, 9, 17, 2, i, -2
CCN1C(=O)c2ccccc2Sc2ccc(C(=O)N3CCC4(CC3)OCCO4)cc21
 : -3, -4, 0.8, ., 6, 10, 22, ., i, 15
Cc1noc(C)c1C(=O)OCC(=O)Nc1cccc(F)c1
 : ., ., 0.9, 4, ., 3, ., 1, i, -11

A different layout for 4 compounds above:
> CC1(C)OC(c2ccccc2)=C/C(=C\C=N\NC(=O)c2ccncc2)O1
  SARS 3CLpro inh = 4
  SSB-PriA inh = i
  TcdB GH inh = -0.9
  CCHF vOTU inh = 5
  Rv3671c inh = 17
  MazF activator = 9
  VHR inh abs = 17
  PrPC surface inh = 2
  Vc quorum ag = i
  Y pestis TopoI = -2
> O=C(O)C1C2CCC(O2)C1C(=O)Nc1cnn(Cc2ccccc2)c1 (configuration not stated)
  SARS 3CLpro inh = 3
  SSB-PriA inh = -10
  TcdB GH inh = .
  CCHF vOTU inh = -7
  Rv3671c inh = 3
  MazF activator = 0
  VHR inh abs = 20
  PrPC surface inh = 1
  Vc quorum ag = i
  Y pestis TopoI = -4
> CCN1C(=O)c2ccccc2Sc2ccc(C(=O)N3CCC4(CC3)OCCO4)cc21
  SARS 3CLpro inh = -3
  SSB-PriA inh = -4
  TcdB GH inh = 0.8
  CCHF vOTU inh = .
  Rv3671c inh = 6
  MazF activator = 10
  VHR inh abs = 22
  PrPC surface inh = .
  Vc quorum ag = i
  Y pestis TopoI = 15
> Cc1cccc(OCC(=O)NCC(=O)N/N=C/c2ccc(O)cc2O)c1
  SARS 3CLpro inh = -2
  SSB-PriA inh = .
  TcdB GH inh = 0.5
  CCHF vOTU inh = -5
  Rv3671c inh = 9
  MazF activator = 2
  VHR inh abs = 13
  PrPC surface inh = 10
  Vc quorum ag = i
  Y pestis TopoI = -7

These rows are one share of the data. The share of hits here may be higher or lower than overall.
